Pf apPOL inh: Pf-apPOL inhibitors, biochemical, fluorescence. Plasmodium falciparum apicoplast DNA polymerase (apPOL). Recombinant Pf-apPOL, molecular beacon fluorescence, 1.5 h. inhibition, % at 10 µM. actives 0.25% (n = 210,000)
mHTT CaM bind: mutant huntingtin-calmodulin interaction inhibitors – biochemical, AlphaScreen, primary screen; P42858; AlphaScreen His-mHTT/GST-CaM binding, luminescence; inhibition, % at 15 µM; actives 3.6% (n = 190,000);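 note: 0% = both proteins with DMSO and 100% = one protein alone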
Starred values were filed as active, the others as inactive; . = no result given; & = joins results of further samples. Cut-off read from the data, not from the text of the source: active = inhibition above about 50%; inactive = the rest.

Below each SMILES: Pf apPOL inh	mHTT CaM bind
- O=C1c2ccccc2C(=O)N1CCC(=O)N1CCCc2ccccc21
    1	0
- CS(=O)(=O)N(Cc1ccc(C(=O)N2CCCCCC2)cc1)c1ccccc1
    -1	8
- CCCC(=O)Nc1nc2c(s1)CN(S(=O)(=O)c1ccc(C)cc1)CC2
    -6	-5
- O=C(Nc1ccccc1-c1nc2ccccc2s1)c1ccccc1F
    -4	-7
- COc1cccc(C(Nc2ccccn2)c2ccc3ccc(C)nc3c2O)c1OC (stereo not drawn)
    -30	69*
- CCc1ccc(S(=O)(=O)N2CCC(c3nc(C(=O)N4CCOCC4)c(C)o3)CC2)cc1
    -2	1
- O=C1C(=Cc2cccc(Br)c2)Oc2c1ccc1c2CN(Cc2cccnc2)CO1
    -14	50
- CCCCCC(O)CC(=O)CCc1ccc(O)c(OC)c1 (stereo not drawn)
    -4	.
- CCCc1cc(C2CCCN2C(=O)Nc2sc3c(c2C(=O)OC)CCCC3)no1 (stereo not drawn)
    2	7
- O=C(c1ccc2c(c1)OCO2)N1CCN(Cc2ccccc2)CC1
    -6	4

2 entries picked at random from those above, as already listed:
Below each SMILES: Pf apPOL inh	mHTT CaM bind
- O=C(c1ccc2c(c1)OCO2)N1CCN(Cc2ccccc2)CC1
    -6	4
- O=C(Nc1ccccc1-c1nc2ccccc2s1)c1ccccc1F
    -4	-7

The list continues.
Below each SMILES: Pf apPOL inh	mHTT CaM bind
- COc1ccc(C(=O)c2ccc([N+](=O)[O-])cc2)cc1S(=O)(=O)N1CCC(C(=O)O)CC1
    -2	4
- CC(=O)Nc1ccccc1OC(=O)N1CCOCC1
    -3	-2
- COc1cccc(N2C(=O)CN=C2Nc2nc(C)cc(C)n2)c1
    -1	1
- CCN1c2ccccc2C(=O)NC12CCN(C(=O)c1ccc3c(c1)OCO3)CC2
    0	-5
- Cc1ccccc1OCC(O)CN1C(C)(C)CC(O)CC1(C)C (stereo not drawn)
    -7	-10
- Cc1ccc(O)c2c1NCCC2
    -8	11
- CCCCN(C)CCCNC(=O)c1ccc2c(c1)NC(=O)C(N1CCOCC1)S2 (stereo not drawn)
    -18	2
- COc1ccc(C2CC(=O)C3=C(C2)Nc2ccccc2NC3c2cccnc2)cc1OC (stereo not drawn)
    11	2
- Cc1nc(C(=O)N(C)C)c(C)n1C1CCN(C)CC1
    -4	-1
- O=C(Nc1ccc(N2CCOCC2)c(Cl)c1)C1CCCCC1
    -10	-5
- Cc1noc(C2CN(C(=O)Nc3ccccc3C)CC23CCOCC3)n1 (stereo not drawn)
    4	3
- COc1ccc2c(=O)c(Oc3ccc(C(=O)O)cc3)c(C)oc2c1
    -2	1
- Cc1cc2oc(=O)cc(-c3ccccc3)c2c(C)c1-c1ccc(O)cc1
    -4	25
- CCOc1ccc(C(=O)N2CCN=C2SC)cc1
    -7	-1
- CCc1ccc(CNC(=O)CC2CCN(S(=O)(=O)c3c(C)noc3C)CC2)cc1
    -6	3
- COCCNC(=O)c1c(NC(=O)c2ccc(Br)cc2)sc2c1CCCC2
    -25	-19
- O=C(Nc1ccccc1)c1cc(S(=O)(=O)Nc2ccc(F)cc2)ccc1Br
    -14	-2
- O=C(Nc1cccc(C(F)(F)F)c1)Nc1csc(Cc2ccsc2)n1
    3	.
- COc1ccccc1C=CC=C1Oc2c(ccc(O)c2CN(C)C)C1=O
    -14	38
- COC(=O)c1cccc(CS(C)(=O)=O)c1
    -6&4	.

An excerpt of these results, field by field.
SMILES: CCCCN(C)CCCNC(=O)c1ccc2c(c1)NC(=O)C(N1CCOCC1)S2 (stereo not drawn)
  Pf apPOL inh: -18	mHTT CaM bind: 2
SMILES: COc1ccc(C2CC(=O)C3=C(C2)Nc2ccccc2NC3c2cccnc2)cc1OC (stereo not drawn)
  Pf apPOL inh: 11	mHTT CaM bind: 2
SMILES: Cc1nc(C(=O)N(C)C)c(C)n1C1CCN(C)CC1
  Pf apPOL inh: -4	mHTT CaM bind: -1
SMILES: O=C(Nc1ccc(N2CCOCC2)c(Cl)c1)C1CCCCC1
  Pf apPOL inh: -10	mHTT CaM bind: -5

Next part:
Below each SMILES: Pf apPOL inh	mHTT CaM bind
- Cc1nc(NCCNC(=O)c2ccc(S(=O)(=O)N(C)C)cc2)cc(-n2ccnc2C)n1
    -1	0
- CN(C)S(=O)(=O)c1ccc(C(=O)Nc2cccc([N+](=O)[O-])c2)cc1
    1	-6
- CC(=O)N1CCCC(COc2ccc(C(=O)N3CCC(C)CC3)cc2)C1 (stereo not drawn)
    5	4
- CC(C)c1n[nH]c(C2CCCN2C(=O)c2n[nH]c3ccccc23)n1 (stereo not drawn)
    -3	-1
- COCC(=O)N1CCCc2ccc(NC(=O)c3cn(C)nc3OC)cc21
    -3	-10
- O=C(CCC1CCCN(C(=O)Nc2ccc(Cl)cc2)C1)NCc1ccc2c(c1)OCO2 (stereo not drawn)
    -3	-2
- CC(=O)N(C)Cc1nc2ccccc2n1Cc1cccc(Cl)c1
    -7	-5
- O=C1S/C(=C\c2cccc([N+](=O)[O-])c2)C(=O)N1Cc1ccccc1
    13	5
- O=C(O)CCC(=O)Nc1ccc(Oc2ccc(Cl)cc2Cl)cc1
    -6	4
- CC(=O)Nc1ccc(-c2noc(C3CCN(C(=O)C4CC4)CC3)n2)cc1
    0	0
- N#Cc1ccc(/C=C2/SC(=Nc3ccccc3Cl)NC2=O)cc1
    2	35
- CC(=O)c1cccc(Nc2nc(-c3ccccc3)cs2)c1
    -3	22
- O=C(Nc1ccc(F)c(Cl)c1)N1CCC(n2c(-c3ccoc3)nc3cccnc32)C1 (stereo not drawn)
    -1	5
- Cc1ccc(C(=O)N2CCC(c3nc(C(=O)N(C)C)c(C)o3)CC2)cc1
    1	-4
- COCCNC(=O)c1ccc2c(c1)NC(=O)C(N1CCOCC1)S2 (stereo not drawn)
    -14	-4
- CCCCN1C(=O)C(CC(=O)NCCC)Sc2ncccc21 (stereo not drawn)
    -4	-12
- CC(C)(C)N1C(=O)c2ccc(C(=O)Nc3nccs3)cc2C1=O
    5	1
- O=C(c1ccc(S(=O)(=O)N2CCCC2)cc1)N(c1ccccc1)C1C=CS(=O)(=O)C1 (stereo not drawn)
    6	-3
- COc1cccc(NC(=O)c2ccc(CN(c3ccccc3)S(C)(=O)=O)cc2)c1
    0	3
- O=C1NC2(CCN(C(=O)c3ccc(F)cc3)CC2)Nc2c(Cl)cccc21
    8	0
- CC1C(=O)N(c2ccc(Cl)cc2)CCN1C(=O)c1ccc(C(F)(F)F)cc1 (stereo not drawn)
    -4	-2
- CC(C)=CCCC(C)(O)C1CCC2(C)C1C(O)CC1C3(C)CCC(O)C(C)(C)C3CCC12C (stereo not drawn)
    -2	.
- CNC(=O)N1CC(C)Oc2ccc(Cl)cc21 (stereo not drawn)
    -2	2
- COc1cc(/C=C2\SC(=N)N(c3ccc4c(c3)OCO4)C2=O)cc(OC)c1O
    -5	20
- NC(=S)NN=C1c2ccccc2-c2ccccc21
    .	55*
- COC(=O)C(C)Oc1ccc2c(C)c(-c3ccc(OC)cc3)c(=O)oc2c1 (stereo not drawn)
    -31	-7
- COC(=O)c1ccc2c(c1)C(=O)C(=Cc1ccc(N(C)C)cc1)O2
    -41&-17	-6&-37
- CCCN(CCO)Cc1ccc(F)cc1
    -4	-6
- CC(=O)Nc1cccc(N2CCCC2=O)c1
    -20	-6
- CCCCCCNC(=O)N1C/C=C\C(c2ccc(OC)cc2)N(Cc2ccc(F)cc2)C(=O)C1 (stereo not drawn)
    -4	48
- O=C(Cn1cnc(-c2cccs2)cc1=O)NCCCn1ncccc1=O
    -3	-6
- Cc1ccc(OCCCCSc2ncccn2)c(C)c1
    -4	-91
- COc1ccc(-c2[nH]ncc2C=O)cc1
    -4	-1
- Cc1nc(-c2cc3cc(Cl)ccc3oc2=O)cs1
    -3	-2
- Cc1ccc(S(=O)(=O)N2CCCC(C(F)(F)F)C2)cc1 (stereo not drawn)
    -1	-10
- O=c1[nH]c(/C=C/c2cccs2)c([N+](=O)[O-])c(=O)[nH]1
    12&2	-3&2
- CCN1c2cc(C)ccc2-n2cccc2C12CCN(C(=O)NC(C)C(=O)OC)CC2 (stereo not drawn)
    -2	68*
- Cc1cc(C)c(NC(=O)c2ccncc2)c(Cl)c1
    -2	-3
- COc1cccc(CN2CCN(C(=O)c3ccc(F)cc3)CC2)c1OC
    2	-3
- Cc1ccc(-c2nc3ccccn3c2NC(=O)c2cccs2)cc1
    -1	22
- Cc1cc(C)n(-c2nc3nonc3nc2Nc2ccccc2C)n1
    11	8
- CC(NC(=O)C1CCN(c2cncnc2N2CCCC2)CC1)c1ccc(F)cc1 (stereo not drawn)
    2	14
- Cc1sc2cc(C(=O)N3CCOCC3)[nH]c2c1CN1CCOCC1
    0	100*
- COc1ccc(C2CC(c3ccc(Br)cc3)=NN2S(=O)(=O)c2ccccc2)cc1 (stereo not drawn)
    -1	7
- COc1cccc(C(=O)N2CCC(c3cnn(-c4cccc(F)c4)c3)CC2)c1OC
    -1	23
- CCC(CC)C(=O)N1CCc2ccccc21
    0	-8
- CC(=O)c1cccc(NC(=O)/C(=C\c2ccc3c(c2)OCO3)NC(=O)c2ccccc2Cl)c1
    -2	7
- Cc1cccnc1NC(=O)CCc1ccccc1
    -1	2
- COc1cc(OC)cc(C(=O)Nc2c3c(nn2C(C)(C)C)CS(=O)(=O)C3)c1
    -3	3
- O=C(Nc1ccc2c(c1)OCCO2)N1CCCn2nc(-c3ccncc3)cc2C1
    -3	12

Next part.
Below each SMILES: Pf apPOL inh	mHTT CaM bind
- CCc1c(O)nc(SCC(=O)c2ccccc2)n(-c2ccccc2C)c1=O
    2	-1
- CCc1nc(SCC(=O)O)c(C#N)c2c1CCCC2
    -6	-3
- COc1ccc(C)c2sc(N(CCN3CCOCC3)C(=O)c3cc(C)oc3C)nc12
    -8	2
- O=C1CCS(=O)(=O)N1c1ccc(S(=O)(=O)NCc2ccccn2)cc1
    -8	-10
- CCCC(C)NC(=O)c1ccc(N(C)C)cc1 (stereo not drawn)
    -5	1
- O=C1NC(=Nc2ccccc2Cl)SC1(CO)CO
    -3&4	2&-2
- CCCc1[nH]nc2c1C(c1cccs1)C(C#N)=C(N)O2 (stereo not drawn)
    -7	-5
- O=C(NCc1cccc(Cl)c1)C1CCc2nc(N3CCOCC3)ncc2C1 (stereo not drawn)
    -7	-1
- O=C(Nc1ccccc1I)c1cccc([N+](=O)[O-])c1
    -4	6
- CC(=O)N1c2ccc(S(=O)(=O)NC3CCCC3)cc2CC1C (stereo not drawn)
    -8	-6
- CCOC(=O)c1cc(C)nn1Cc1ccc(Cl)cc1
    -9	.
- COc1ccc(CN2CCCCCC2)cc1
    -6	4
- COc1ccc(C(=O)N2CCCC(COc3cccc(C(=O)N4CCCC4)c3)C2)c(C)c1 (stereo not drawn)
    -1	15
- O=C(O)c1ccc(-c2nnc(-c3cccc(Br)c3)o2)cc1
    4	-7
- CCc1cccc2c3c([nH]c12)CCC(NC(=O)C(C)CC)C3 (stereo not drawn)
    26	42
- Cc1noc(NS(=O)(=O)c2ccc(NC(=O)CCCOc3ccccc3)cc2)c1C
    0	0
- CC(=O)c1cc([N+](=O)[O-])c(SCCO)s1
    0	.
- COc1cc(OC)c(OC)cc1C=C1Oc2c(ccc3c2CN(Cc2ccncc2)CO3)C1=O
    -8	-3
- O=C(Cc1ccc(NC(=O)CSCc2ccccc2)cc1)NCC(F)(F)F
    -6	-9
- COc1ccc(/C=C/C(=O)Nc2ccc(Cl)cc2)cc1OC
    -2	4
- O=C(Nc1ccc(F)cc1F)Nc1nccn(-c2cccc(F)c2)c1=O
    2	-4
- CSc1ccccc1C(=O)Nc1cccc([N+](=O)[O-])c1
    8	-5
- O=C(c1ccccc1)N1CCc2sc(C(=O)N3CCN(c4ccccc4F)CC3)cc2C1
    -5	5
- COc1cccc(CC(=O)N2CCC3(CC2)NC(=O)N(Cc2cc(C)ccc2C)C3=O)c1
    -5	23
- COc1ccc2[nH]cc(CCN3CC(C(=O)Nc4nnc(C)s4)CC3=O)c2c1 (stereo not drawn)
    -8	18
- O=C(c1ccccc1)c1cnc2ccccc2c1C(=O)O
    -3	3
- COC(=O)c1c(C)[nH]c(C)c1C=C(C#N)C(=O)c1ccc(OC)cc1
    -6&3	.
- O=C(Nc1ccc(F)cc1)C1CCN(c2ncnc3c2nc2n3CCCCC2)CC1
    0	2
- CCOc1ccc(-c2cn(-c3ccc(C)cc3)c(=O)[nH]2)cc1Cl
    7	15
- O=C(Nc1nc(-c2ccc(Cl)c(Cl)c2)cs1)c1cccnc1
    3	2
- Cc1ccc([C@H]2C[C@@H](n3cc(-c4ccc(F)cc4)nn3)[C@H](O)CN2CC2CCCCC2)cc1
    -6	0
- CCOC(CNC(=O)c1ccc2c(c1)ncn2-c1cccc(C)c1)OCC
    36	3
- Fc1ccccc1C1C=C(c2ccc(Cl)cc2)Nc2ncnn21 (stereo not drawn)
    -5	-9
- COc1cc2c(cc1NS(=O)(=O)N1CCCC1)oc1ccccc12
    .	-8
- COc1ccc(CCNC(=O)Cn2cc3c(n2)CCCCCC3)cc1OC
    -5	2
- COc1ccc(C(=O)N2CCCC(c3cccc(C(=O)NCCCOC(C)C)c3)C2)cc1 (stereo not drawn)
    1	21
- COc1ccccc1NC(=O)C1c2cc(OC)c(OC)cc2C(=O)N(C)C1c1cccnc1 (stereo not drawn)
    -2	1
- COC(=O)c1ccccc1NC(=O)CSc1ncnc2c1[nH]c1ccc(F)cc12
    -11	-4

Screening data as filed in PubChem.

Compounds as they come. Share with any hit: about 3.7%.
